From PubChem
PRC2 inh: EZH2 (human) methyltransferase inhibition | Q15910 | PRC2 H3K27 methylation, DELFIA TRF, 1 h | inhibition, % at 12.5 µM | 57,000 compounds, 0.35% hits | AID 651548;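 active = mean inhibition of replicates at least 50% and every single replicate also reaching 50%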;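 also: dimethyl H3K27 on biotinylated H3 21-44 peptide detected by antibody; plate controls were median neutral control wells for no effect and median positive control wells for full effect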
Target sequence (Q15910 whole entry, looked up): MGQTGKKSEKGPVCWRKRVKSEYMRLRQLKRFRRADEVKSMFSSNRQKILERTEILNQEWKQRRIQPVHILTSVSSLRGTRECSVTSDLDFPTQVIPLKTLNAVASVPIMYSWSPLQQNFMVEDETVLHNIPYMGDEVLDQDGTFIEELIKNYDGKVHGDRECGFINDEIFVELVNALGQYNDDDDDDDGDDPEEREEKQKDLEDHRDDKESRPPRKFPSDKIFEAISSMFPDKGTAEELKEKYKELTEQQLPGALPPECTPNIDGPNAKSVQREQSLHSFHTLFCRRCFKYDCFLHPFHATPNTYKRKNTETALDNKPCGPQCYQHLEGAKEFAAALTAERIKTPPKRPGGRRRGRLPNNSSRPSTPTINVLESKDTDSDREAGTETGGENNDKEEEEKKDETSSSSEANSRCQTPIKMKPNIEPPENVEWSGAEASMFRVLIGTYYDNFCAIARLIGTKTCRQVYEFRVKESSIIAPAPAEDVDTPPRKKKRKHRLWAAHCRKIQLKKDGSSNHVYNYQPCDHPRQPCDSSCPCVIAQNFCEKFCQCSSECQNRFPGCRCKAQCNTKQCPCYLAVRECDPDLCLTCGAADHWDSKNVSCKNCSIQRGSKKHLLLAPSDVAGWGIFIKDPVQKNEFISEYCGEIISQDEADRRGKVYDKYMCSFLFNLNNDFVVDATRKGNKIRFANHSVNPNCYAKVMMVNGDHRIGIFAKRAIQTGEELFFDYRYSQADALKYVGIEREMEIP
IDH1 R132H inh: blocks human IDH1 R132H reductase activity; 70,000 compounds, 0.18% hits; O75874; inhibition, % at 10 µM; diaphorase/resazurin fluorescence, 60 min; in the data active = inhibition above about 34%;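 also: 0% = DMSO and 100% = no enzyme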
* marks the source's active call; other numbers are inactive results; / = no result given; & = joins results of further samples. Some of the compounds tested, so the mix of outcomes need not match the whole.

SMILES	PRC2 inh	IDH1 R132H inh
CO[C@H]1CN(C)C(=O)c2ccc(NC(=O)C3CCCC3)cc2OC[C@H](C)N(C(C)=O)C[C@@H]1C	3	-0.3
CO[C@@H](CN(C)C(=O)c1cnccn1)[C@H](C)CN([C@@H](C)CO)S(=O)(=O)c1ccccc1	6	-0.1
COc1ccc(C)cc1NC(=O)NCc1ccco1	2	0.3
Cc1noc(C)c1S(=O)(=O)Nc1ccc2c(c1)CC(=O)N([C@@H](C)CO)C[C@@H](C)[C@@H](CN(C)CC1CCCCC1)O2	-9	2.0
Cc1ccc(NC(=O)CC2NC3CCCCC3NC2=O)cc1Cl (stereo unspecified)	8	0.1
COc1ccc(NC(=O)Nc2ccc3c(c2)C(=O)N([C@@H](C)CO)C[C@H](C)[C@@H](CN(C)S(=O)(=O)c2ccc(Cl)cc2)OCCCC[C@@H](C)O3)cc1	/	5.0
COC(=O)c1cccc(OCC(O)Cn2ccnc2)c1 (stereo unspecified)	-14	8.8
CCn1c(SCC(=O)Nc2cc(C(F)(F)F)ccc2Cl)nnc1-c1cccnc1	-17	-0.4
Cc1noc(C)c1NC(=O)N(C)C[C@H]1OCCCC[C@H](C)Oc2ccc(NC(=O)c3ccncc3)cc2C(=O)N([C@@H](C)CO)C[C@@H]1C	/	5.9
C[C@H](CO)N1C[C@H](C)[C@@H](CN(C)Cc2ccncc2)Oc2ncc(-c3cccc(F)c3)cc2C1=O	/	2.0
COCC#Cc1ccc2c(c1)O[C@@H](CN(C)Cc1ccccc1)[C@H](C)CN([C@@H](C)CO)S2(=O)=O	31	-2.3
C=CCNC(=O)[C@H]1[C@@H]2C(=O)O[C@@H](c3ccccc3)[C@@H](c3ccccc3)N2[C@@H](c2ccc(O)cc2)[C@]12C(=O)N(C(=O)OCCOC)c1ccc(C#CCC(C(=O)OC)C(=O)OC)cc12	-13	0.0
CO[C@@H]1CN(C)C(=O)c2cc(NC(=O)c3cnccn3)ccc2OC[C@H](C)NC[C@@H]1C	0	-0.4
O=C(NCCOc1cccc(Oc2ccccc2)c1)c1cc(-n2cnnc2)ccc1Cl	22	0.3
COc1ccc(-c2cn(CC[C@@H]3CC[C@@H](N)[C@H](CO)O3)nn2)cc1	-7	0.1
COC(=O)C[C@@H]1CC[C@@H](NC(=O)Nc2ccc(C(F)(F)F)cc2)[C@H](CO)O1	11	-0.2
O=C(C[C@@H]1CC[C@H](NC(=O)Nc2ccc(C(F)(F)F)cc2)[C@@H](CO)O1)NCc1cccc(F)c1	-2	0.1
Cc1noc(C)c1S(=O)(=O)Nc1ccc2c(c1)C(=O)N([C@@H](C)CO)C[C@@H](C)[C@@H](CN(C)Cc1ccc(C(F)(F)F)cc1)OCCCC[C@@H](C)O2	/	2.2
CCCC(=O)Nc1ccc2c(c1)OC[C@@H](C)N(Cc1cc(F)ccc1F)C[C@@H](C)[C@H](OC)CN(C)C2=O	-24	0.1
C[C@@H]1CN([C@H](C)CO)C(=O)Cc2cc(NC(=O)Nc3cccc4ccccc34)ccc2O[C@@H]1CN(C)Cc1ccc(C(=O)O)cc1	/	-0.5
CCn1cc(C(C)NC(=S)Nc2ccc(OC)cc2OC)c(C)n1 (stereo unspecified)	-2	0.0
CO[C@H]1CN(C)C(=O)c2ccc(NS(C)(=O)=O)cc2OC[C@@H](C)N(Cc2cccnc2)C[C@@H]1C	-10	0.2
CCn1c2ccccc2c2cc(/C=N/NC(=O)c3ccccn3)ccc21	28	-0.1
Cc1noc(C)c1C(=O)N(C)C[C@H]1OCc2ccccc2-c2c(n(C)c3ccccc23)C(=O)N([C@H](C)CO)C[C@@H]1C	3	/
CCC(=O)N[C@H]1CC[C@@H](CCNS(=O)(=O)c2ccc(Cl)cc2)O[C@@H]1CO	1	-0.2
C[C@H](CO)N1C[C@H](C)[C@@H](CN(C)Cc2cccc(C(=O)O)c2)Oc2ncc(/C=C/c3ccccc3)cc2C1=O	/	-0.2
COc1ccc(S(=O)(=O)N(C)C[C@H]2Oc3c(NC(=O)NC4CCCCC4)cccc3C(=O)N([C@H](C)CO)C[C@@H]2C)cc1	/	0.5
CCS(=O)(=O)NCC[C@@H]1CC[C@H](NC(=O)Cc2ccccn2)[C@@H](CO)O1	10	0.2
C[C@@H]1CN([C@@H](C)CO)C(=O)c2cc(NC(=O)Nc3ccc(F)cc3)ccc2O[C@@H](C)CCCCO[C@H]1CN(C)Cc1ccc(C(=O)O)cc1	/	-0.6
CN(C)CC(=O)Nc1ccc2c(c1)[C@H]1C[C@H](CC(=O)NCc3ccccn3)O[C@H](CO)[C@H]1O2	0	0.0

Quoted at random: three compounds from above.
SMILES	PRC2 inh	IDH1 R132H inh
CCn1cc(C(C)NC(=S)Nc2ccc(OC)cc2OC)c(C)n1 (stereo unspecified)	-2	0.0
CN(C)CC(=O)Nc1ccc2c(c1)[C@H]1C[C@H](CC(=O)NCc3ccccn3)O[C@H](CO)[C@H]1O2	0	0.0
CCn1c2ccccc2c2cc(/C=N/NC(=O)c3ccccn3)ccc21	28	-0.1

Record cards (already shown):
CO[C@H]1CN(C)C(=O)c2ccc(NS(C)(=O)=O)cc2OC[C@@H](C)N(Cc2cccnc2)C[C@@H]1C is listed with PRC2 inh: -10; IDH1 R132H inh: 0.2
O=C(C[C@@H]1CC[C@H](NC(=O)Nc2ccc(C(F)(F)F)cc2)[C@@H](CO)O1)NCc1cccc(F)c1 is listed with PRC2 inh: -2; IDH1 R132H inh: 0.1
CCS(=O)(=O)NCC[C@@H]1CC[C@H](NC(=O)Cc2ccccn2)[C@@H](CO)O1 is listed with PRC2 inh: 10; IDH1 R132H inh: 0.2

Next structures:
SMILES	PRC2 inh	IDH1 R132H inh
CO[C@@H]1CN(C)C(=O)c2ccc(NC(C)=O)cc2OC[C@H](C)N(CCc2ccccc2)C[C@H]1C	2	-0.2
C[C@@H]1CN([C@@H](C)CO)C(=O)c2cc(C3=CCCC3)cnc2O[C@H]1CN(C)C(=O)C1CCOCC1	9	-0.5
COc1ccc(S(=O)(=O)N(C)C[C@H]2Oc3c(NS(C)(=O)=O)cccc3C(=O)N([C@@H](C)CO)C[C@H]2C)cc1	/	-1.0
CO[C@H]1CN(C)C(=O)c2cc(NC(=O)Nc3cc(F)ccc3F)ccc2OC[C@H](C)N(C(=O)c2ccccn2)C[C@@H]1C	4	-0.4
C[C@@H]1CN([C@@H](C)CO)C(=O)c2cccc(NC(=O)c3nc4ccccc4s3)c2O[C@H]1CN(C)Cc1ccccc1	0	-0.3
C[C@H]1CN([C@@H](C)CO)C(=O)c2cc(-c3ccc(C(=O)N(C)C)cc3)cnc2O[C@H]1CN(C)C(=O)CN(C)C	/	-1.7
O=C(C[C@@H]1CC[C@@H](NC(=O)c2cnccn2)[C@H](CO)O1)NCc1ccccc1F	-7	0.2
COc1cccc(S(=O)(=O)N[C@H]2C=C[C@@H](CC(=O)NCc3ccc(F)cc3)O[C@@H]2CO)c1	13	0.3
C[C@H]1CN([C@@H](C)CO)S(=O)(=O)c2ccc(/C=C/c3ccccc3)cc2O[C@H]1CN(C)C(=O)NC1CCCCC1	-17&-11	-1.5
COC(=O)N(C)C[C@H]1OCc2cnnn2CCCC(=O)N([C@@H](C)CO)C[C@H]1C	/	1.5
Cc1noc(C)c1NC(=O)Nc1ccc2c(c1)C(=O)N([C@H](C)CO)C[C@H](C)[C@H](CN(C)CC1CCCCC1)O2	-1	0.1
C[C@H](CO)N1C[C@H](C)[C@H](CN(C)C(=O)[C@@H](Cc2ccccc2)N(C)C)OCc2ccccc2-c2ccccc2C1=O	-9	4.3
O=C(C[C@H]1CC[C@H](NC(=O)NC2CCCCC2)[C@H](CO)O1)NCc1ccccc1	0	0.2
COc1ccc(C#Cc2cnc3c(c2)C(=O)N([C@H](C)CO)C[C@H](C)[C@H](CN(C)C(=O)Nc2c(C)noc2C)O3)cc1OC	0	-2.1
COCC#Cc1cnc2c(c1)C(=O)N([C@@H](C)CO)C[C@H](C)[C@@H](CN(C)C(=O)CCN1CCCCC1)O2	16	-1.6
C[C@@H]1CCCCO[C@H](CN(C)Cc2ccncc2)[C@@H](C)CN([C@H](C)CO)C(=O)c2cc(NC(=O)c3ccccc3)ccc2O1	1	2.2
COCC#Cc1cnc2c(c1)C(=O)N([C@H](C)CO)C[C@@H](C)[C@@H](CN(C)C(=O)NC1CCCC1)O2	4	6.9
CNC[C@H]1OCCCC[C@@H](C)Oc2ccc(NC(=O)c3ccccc3)cc2C(=O)N([C@H](C)CO)C[C@H]1C	-4	/
O=C(Cc1ccccn1)NCC[C@@H]1CC[C@@H](NC(=O)Nc2ccccc2)[C@@H](CO)O1	-6	0.0
COc1ccc(CCNc2nc(-c3cccc(NC(C)=O)c3)cs2)cc1OC	-2	-0.4
C[C@H](CO)N1C[C@H](C)[C@@H](CN(C)C(=O)NC2CCCCC2)Oc2c(NC(=O)C3CCOCC3)cccc2C1=O	-1	-0.8
C[C@H](CO)N1C[C@H](C)[C@@H](CN(C)C(=O)NC2CCCCC2)Oc2c(NC(=O)CCCCCC(=O)Nc3ccccc3N)cccc2C1=O	2	/
N#Cc1c(NC(=O)CSc2nc(-c3ccccc3)cc(C(F)(F)F)n2)sc2c1CCCCC2	3	0.0
CCCC#Cc1ccc2c(c1)O[C@@H](CN(C)C(=O)c1ccccn1)[C@H](C)CN([C@@H](C)CO)S2(=O)=O	2	5.6
CCCNC(=O)N(C)C[C@H]1Oc2ncc(-c3ccc(C(=O)N(C)C)cc3)cc2C(=O)N([C@H](C)CO)C[C@@H]1C	0	-0.3
CCCCCC1OC2=C(C(=O)N(OC)C2CSCC(O)C(=O)O)C(O)C1(C)O (stereo unspecified)	/	0.2
COC(=O)CNS(=O)(=O)c1ccccc1[N+](=O)[O-]	/	-0.6
C[C@H](CO)N1C[C@H](C)[C@H](CN(C)Cc2ccc(C(=O)Nc3ccccc3N)cc2)OCc2cn(nn2)CCCC1=O	7	-1.0
CC(C)NC(=O)N(C)C[C@@H]1OCCCC[C@@H](C)Oc2ccc(NC(=O)NC3CCCCC3)cc2C(=O)N([C@@H](C)CO)C[C@H]1C	6	/
C[C@@H]1CCCCO[C@H](CN(C)Cc2ccc3c(c2)OCO3)[C@@H](C)CN([C@@H](C)CO)C(=O)c2cc(NS(C)(=O)=O)ccc2O1	1	3.5
C[C@H]1CN([C@@H](C)CO)C(=O)c2cc(-c3cccc(F)c3)cnc2O[C@@H]1CN(C)Cc1cncnc1	-6	0.1
C[C@@H]1CN([C@H](C)CO)C(=O)c2cccc(NC(=O)c3cnccn3)c2O[C@@H]1CN(C)C(=O)NC1CCCCC1	-2	-0.5
CO[C@H](CN(C)Cc1cc(F)ccc1F)[C@@H](C)CN(C(=O)Nc1ccc(C(F)(F)F)cc1)[C@H](C)CO	7	-0.7
O=C(Nc1ccc2c(c1)[C@@H]1C[C@H](CC(=O)N3CCc4ccccc4C3)O[C@@H](CO)[C@@H]1O2)C1CCC1	-5	-0.3
COc1ccc(-n2nnnc2-c2c[nH]c3ccc(Cl)cc23)cc1	38	-0.4
CN1CCN(C(=O)C[C@@H]2CC[C@H](NS(=O)(=O)c3cccc(F)c3)[C@@H](CO)O2)CC1	-2	0.2
CC(C)(C)c1ccc(NC(=O)CCSc2nnnn2-c2ccccc2)cc1	26	5.9
C[C@H]1CN([C@@H](C)CO)C(=O)c2cc(C3=CCCCC3)cnc2O[C@H]1CN(C)CC1CCOCC1	-1	0.2
COCC(=O)N1C[C@@H](C)[C@@H](OC)CN(C)C(=O)c2cc(NC(=O)c3cnccn3)ccc2OC[C@H]1C	1	-0.2
Cc1ccc(S(=O)(=O)N(C)C[C@@H]2Oc3ccc(NC(=O)C4CC4)cc3C(=O)N([C@H](C)CO)C[C@H]2C)cc1	2	-4.5
C[C@H](CO)N1C[C@H](C)[C@@H](CN(C)C(=O)Nc2ccccc2)Oc2ccc(NS(=O)(=O)c3cn(C)cn3)cc2CC1=O	/	1.6
CC(=O)n1nc(-c2ccc(Cl)cc2)nc1NCc1ccco1	/	-0.1
CN(CC(=O)Nc1ccccc1[N+](=O)[O-])S(=O)(=O)c1ccccc1	-2	0.8
COc1ccc(S(=O)(=O)Nc2ccc3c(c2)CC(=O)N([C@@H](C)CO)C[C@H](C)[C@@H](CN(C)S(=O)(=O)c2ccc(Cl)cc2)O3)cc1	/	-0.7
O=C(Nc1ccccc1F)N[C@@H]1CC[C@H](CCNC(=O)C2CCCC2)O[C@@H]1CO	4	0.2
C[C@@H]1CN([C@H](C)CO)C(=O)c2cc(-c3ccccc3F)cnc2O[C@@H]1CN(C)C(=O)c1cnccn1	8	-0.5
C[C@H](CO)N1C[C@H](C)[C@H](CN(C)C(=O)Nc2ccc(C(F)(F)F)cc2)Oc2ccc(NS(=O)(=O)c3cn(C)cn3)cc2CC1=O	/	2.7
CC(C)NC(=O)N(C)C[C@H]1OCCCC[C@@H](C)Oc2ccc(NC(=O)c3ccccc3)cc2C(=O)N([C@H](C)CO)C[C@H]1C	1	1.3
CC(C)c1cn(CC[C@H]2CC[C@@H](NC(=O)C3CCCC3)[C@@H](CO)O2)nn1	5	-0.5
C[C@@H]1CCCCO[C@@H](CN(C)C(=O)C2CCCCC2)[C@H](C)CN([C@@H](C)CO)C(=O)c2cc(NC(=O)Nc3cccc4ccccc34)ccc2O1	/	-2.4
CNC[C@H]1OCCCC[C@H](C)Oc2ccc(NS(=O)(=O)c3ccc(C)cc3)cc2C(=O)N([C@H](C)CO)C[C@H]1C	-3	/

A few values from above.
PRC2 inh with `CNC[C@H]1OCCCC[C@H](C)Oc2ccc(NS(=O)(=O)c3ccc(C)cc3)cc2C(=O)N([C@H](C)CO)C[C@H]1C` → -3
IDH1 R132H inh with `CC(C)c1cn(CC[C@H]2CC[C@@H](NC(=O)C3CCCC3)[C@@H](CO)O2)nn1` → -0.5
IDH1 R132H inh with `CC(C)NC(=O)N(C)C[C@H]1OCCCC[C@@H](C)Oc2ccc(NC(=O)c3ccccc3)cc2C(=O)N([C@H](C)CO)C[C@H]1C` → 1.3
IDH1 R132H inh with `C[C@H](CO)N1C[C@H](C)[C@H](CN(C)C(=O)Nc2ccc(C(F)(F)F)cc2)Oc2ccc(NS(=O)(=O)c3cn(C)cn3)cc2CC1=O` → 2.7
